CHOP UPR activ: activators of apoptotic CHOP UPR arm, primary screen, cell-based, CHO-CHOP luciferase reporter, luminescence, uHTS; UPR activation; percent of tunicamycin response over DMSO baseline; activation, % at 10 µM; AID 449763, 2010; 330,000 compounds, 0.34% hits;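 active = at 10 µM dose, activation of 40% or more, normalized to positive control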;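 note: 100% = tunicamycin at 10 µg/mL and 0% = DMSO alone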
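assay system = CHO CHOP reporter cells | amount = 500 CHO-CHOP cells per well | buffer or medium = F12 with 10% FBS | incubation = 16-18 h cell attachment, then 6 h compound exposure, 37 °C | detection = luminescence read with Steady-Glo | read-out = percent activation relative to tunicamycin control | controls = tunicamycin high control, DMSO low control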
tim23-1 inh: growth inhibitors of tim23-1 mutant yeast, primary screen, luminescence, uHTS; inhibition, % at 20 µM; 330,000 compounds, 1.3% hits; S. cerevisiae tim23-1 growth, BacTiter-Glo luminescence, 24 h; AID 463212, 2010;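 active = growth inhibition of the mutant yeast at or above 50%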;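 note: temperature-sensitive mutant grown at 25 °C; plate controls were DMSO-treated mutant yeast for no effect and medium wells lacking yeast for full effect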
APJ ag: agonists of human apelin receptor APJ, primary screen, CHO-K1 cells, PathHunter beta-arrestin, luminescence | 0% DMSO wells, 100% apelin | activation, % at 20 µM | 330,000 compounds, 0.11% hits | AID 2520, 2010;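 active = activation more than six SD over the plate average, tested at 20 µM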;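 note: 0% = DMSO alone and 100% = apelin-13 at 10 nM; some results filed as inactive read as strong as hits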
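Assay system: CHO-K1 cells stably expressing ProLink-tagged human APJ and arrestin–beta-gal acceptor. Compound dosing: 20 µM single point, 1% DMSO. Times: 16-18 h seeding, 90 min dark compound exposure, 60 min detection. Detection: beta-gal luminescence. Evaluation: APJ–arrestin association signal. Controls: negative DMSO alone, positive Apelin-13 at 10 nM.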
CCR6 antagonist: CCR6 receptor antagonists, primary screen, cell-based, CHO-K1, luminescence, beta-arrestin, uHTS; CHO-K1 CCR6 PathHunter beta-arrestin, CCL20-stimulated; inhibition, % at 20 µM; 340,000 compounds, 0.49% hits; C-C chemokine receptor type 6 (Homo sapiens), P51684; AID 493098, 2011;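 active = compounds whose inhibition of the agonist-driven luminescence signal at 20 µM reaches about 50%, limit read from the data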;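 note: cells stimulated with CCL20 at 14 nM final; plate controls were DMSO with CCL20 for no effect and DMSO without agonist for full effect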
XBP1 UPR activ: activators of adaptive XBP1 UPR arm, primary screen, cell-based, CHO-XBP1 luciferase reporter, luminescence, uHTS; IRE1-XBP1 UPR activation; percent of tunicamycin response, DMSO as zero; activation, % at 20 µM; 330,000 compounds, 0.33% hits; AID 463104, 2010;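 active = versus positive control, 20 µM dose yields 30% or more activation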;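 note: 100% = tunicamycin at 10 µg/mL and 0% = DMSO only wells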
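incubation = overnight seeding at 37 °C, 6 h compound treatment at 37 °C | assay system = CHO-XBP1 cells stably carrying IRE1-XBP1-driven luciferase reporter | input = 1000 cells per well | detection = luciferase luminescence | dosing = single point, 20 µM final compound, 1% DMSO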
Mdm2 MdmX PPI: inhibitors of human Mdm2-MdmX association, primary screen, cell-based, luminescence, split luciferase, SaOS-2, uHTS | inhibition, % at 8 µM | 330,000 compounds, 3% hits | Protein Mdm4 (Homo sapiens) + E3 ubiquitin-protein ligase Mdm2 (Homo sapiens), … | SaOS-2 split-luciferase Mdm2/MdmX complementation;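 active = inhibition of at least 50% at 8 µM in the primary screen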
Target sequence (O15151 whole entry, looked up): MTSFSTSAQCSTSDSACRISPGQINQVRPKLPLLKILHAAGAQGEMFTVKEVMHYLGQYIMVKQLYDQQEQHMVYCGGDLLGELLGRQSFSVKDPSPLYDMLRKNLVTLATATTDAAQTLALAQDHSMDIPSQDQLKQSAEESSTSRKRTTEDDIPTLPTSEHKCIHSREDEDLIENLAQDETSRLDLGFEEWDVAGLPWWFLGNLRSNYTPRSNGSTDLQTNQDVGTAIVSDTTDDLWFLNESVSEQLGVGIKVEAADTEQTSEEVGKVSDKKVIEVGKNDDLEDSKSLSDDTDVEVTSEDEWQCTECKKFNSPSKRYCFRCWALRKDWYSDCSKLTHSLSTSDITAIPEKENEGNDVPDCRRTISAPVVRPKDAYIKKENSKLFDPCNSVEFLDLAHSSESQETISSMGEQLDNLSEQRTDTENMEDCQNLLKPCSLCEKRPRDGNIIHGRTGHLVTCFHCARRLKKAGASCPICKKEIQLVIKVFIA
Target sequence (Q00987 whole entry, looked up): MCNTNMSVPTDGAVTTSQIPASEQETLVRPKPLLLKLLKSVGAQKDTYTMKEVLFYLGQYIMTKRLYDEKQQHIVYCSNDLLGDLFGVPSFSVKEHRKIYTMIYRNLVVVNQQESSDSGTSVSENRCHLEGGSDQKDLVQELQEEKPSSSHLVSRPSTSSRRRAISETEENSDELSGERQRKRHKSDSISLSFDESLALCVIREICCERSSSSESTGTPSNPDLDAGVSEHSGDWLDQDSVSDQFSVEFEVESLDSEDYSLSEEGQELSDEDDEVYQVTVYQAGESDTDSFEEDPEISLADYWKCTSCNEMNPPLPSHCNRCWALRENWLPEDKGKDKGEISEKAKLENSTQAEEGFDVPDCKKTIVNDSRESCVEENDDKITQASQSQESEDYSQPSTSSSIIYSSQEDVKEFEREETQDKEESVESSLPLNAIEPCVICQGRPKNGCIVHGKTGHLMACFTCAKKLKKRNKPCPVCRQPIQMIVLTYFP
APJ antagonist: antagonists of human apelin receptor APJ, primary screen, CHO-K1 cells, beta-arrestin complementation, luminescence | P35414 | inhibition, % at 20 µM | 330,000 compounds, 0.32% hits | AID 2521, 2010;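 active = inhibition above about 40% at 20 µM, limit read from the data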;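 note: cells challenged with 10 nM apelin-13 agonist together with compound; plate controls were apelin-13 plus DMSO wells for no effect and DMSO wells lacking apelin-13 for full effect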
CXCR6 inh: CXCR6 receptor inhibitors, primary screen, cell-based, beta-arrestin, luminescence, CHO-K1 PathHunter, 1536-well; AID 602244, 2012; inhibition, % at 20 µM; 360,000 compounds, 0.36% hits; C-X-C chemokine receptor type 6 (Homo sapiens), O00574; in the data active = inhibition above about 34%, passing the limit was not always enough;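 note: antagonist mode with CXCL16 agonist at 10 nM final; 0% = 10 nM CXCL16 with DMSO and 100% = unstimulated wells without agonist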
EBI2 antag: EBI2 receptor antagonists, beta-arrestin recruitment, primary screen, cell-based, luminescence, 7a,25-OHC stimulation, uHTS; G-protein coupled receptor 183 (Homo sapiens), P32249; 360,000 compounds, 0.81% hits; 7a,25-OHC stimulated; inhibition, % at 5 µM; AID 651636, 2012; in the data active = inhibition above about 38%;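 note: enzyme fragment complementation signal reports receptor beta-arrestin coupling in cells; 0% = agonist plus DMSO wells and 100% = wells without agonist; some results beyond the cut were filed as inactive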
* hit, by the source's call. Only part of the results is shown; the hit share may differ from the screen's.

SMILES | CHOP UPR activ | tim23-1 inh | APJ ag | CCR6 antagonist | XBP1 UPR activ | Mdm2 MdmX PPI | APJ antagonist | CXCR6 inh | EBI2 antag
COc1ccccc1C(=O)NS(=O)(=O)c1ccc(C)cc1 | -1.0 | 4 | 1 | -2 | -3 | 5 | -6 | -6 | -2
CCN(C(=O)COC(=O)/C(=C/c1ccccc1)n1nnnc1C)C1CCCCC1 | -0.4 | 46 | 9 | 8 | 0 | 31 | -1 | 11 | -25
CCn1c(CNC(=O)C23CC4CC(CC(C4)C2)C3)nnc1SC | -1.0 | -2 | -2 | 10 | 1 | 10 | -14 | 1 | -5
CC1CCN(c2ccc(NC(=O)c3cccnc3)cc2)CC1 | 5.9 | 11 | -3 | -5 | 3 | -21 | -9 | 3 | 15
Cc1cc(C)c(OCCCNC2CCCC2)c(Br)c1 | 0.9 | 13 | -3 | 2 | 0 | 19 | 23 | -10 | -3
Cc1ccc(S(=O)(=O)N2CCC(C(=O)NCC3CC3)CC2)cc1 | -1.1 | 2 | -3 | 0 | -2 | -21 | 20 | 3 | -18
CC1CCCN(C(=O)C2CCN(C(=O)Nc3ccccc3)CC2)C1 (configuration not stated) | 2.4 | -9 | -3 | 6 | -3 | 2 | -13 | -10 | -11
O=C(NCc1ccc(F)cc1)C1CC(=O)N(C2CCCC2)C1 (configuration not stated) | -2.8 | 10 | 0 | 3 | -2 | -11 | -9 | 7 | 3
COc1ccc(-c2sc3cc4c(cc3c2C#Cc2cncn2C)OCO4)cc1 | 2.0 | 5 | 0 | -14 | 4 | -9 | -6 | -2 | 3
COc1ccc(NC(=O)CSc2nnc(Cn3c(=O)sc4ccccc43)n2C)c(OC)c1 | -1.1 | 8 | -1 | 3 | 3 | 6 | 13 | 2 | -2
CN(C)S(=O)(=O)c1cccc(C(=O)Nc2cc(Cl)ccc2O)c1 | 5.4 | 18 | 0 | 24 | 5 | 15 | -6 | 2 | 15
O=C1CCCC(O)=C1Sc1ccccc1C(=O)O | -1.8 | -3 | 0 | -11 | 0 | 15 | 10 | -4 | 1
S=C(Nc1ccc(Cl)cc1)N1CCOCC1 | -1.9 | 10 | 3 | 7 | 1 | 20 | 2 | 0 | -5
S=c1nc[nH]c2c1[nH]c1ccccc12 | -1.1 | -13 | 5 | 19 | 0 | 5 | -8 | 14 | -10
CCOC(=O)CNC(=O)C1(/C=C/c2ccccc2)CC(=O)N1c1ccc(OC)cc1 (configuration not stated) | -0.2 | 25 | -5 | 0 | 3 | 3 | -1 | -1 | -4
Cc1ccccc1C(=O)N(Cc1nc2ccccc2c(=O)[nH]1)C1CCCC1 | 1.0 | 11 | -2 | -1 | -4 | -14 | -4 | 7 | 0
CCOc1ccc(OCC)c(S(=O)(=O)N2CCC(C)CC2)c1 | -0.5 | 42 | -4 | 16 | -2 | -19 | -13 | -1 | 3
CC(=O)c1ccc(N2C(=NC(=O)CCC3CCCC3)SC3CS(=O)(=O)CC32)cc1 (configuration not stated) | 0.3 | 0 | -2 | 14 | -4 | -12 | 0 | 3 | 1
COc1ccc(S(=O)(=O)N(CC(=O)N/N=C/c2cccs2)c2cc(C)cc(C)c2)cc1OC | -0.7 | 16 | 5 | 3 | -5 | 16 | 9 | -1 | 11
O=C(Nc1ccc(NC(=O)c2cccs2)c(Cl)c1)c1cccs1 | 9.1 | 51* | 5 | 10 | 4 | -49 | 15 | -4 | -17
CC(=O)O[C@]1(C(C)=O)CC[C@H]2[C@@H]3C=C(Cl)C4=CC(=O)CC[C@]4(C)[C@H]3CC[C@@]21C | 0.5 | 19 | -4 | 14 | -8 | -26 | 12 | 3 | -7
Cn1c(SCC(=O)NC2CCCCCC2)nnc1-c1ccco1 | 0.5 | 2 | -2 | -9 | -5 | 13 | -21 | -6 | -1
COCCNC(=O)c1cc(C)ccc1C | -1.2 | -4 | -2 | -3 | 0 | -10 | 1 | -5 | 5
CC(C)C1=NN(C(=O)c2cccnc2)C(O)(C(F)(F)F)C1 (configuration not stated) | -1.2 | 5 | 0 | 0 | -4 | 7 | 4 | -2 | 0
O=C(NNC1=NCCC1)C1CC1 | 0.0 | -14 | -3 | -12 | 2 | 16 | -1 | -8 | -1

Reprinted from the part before: 2 entries, then new ones.
SMILES | CHOP UPR activ | tim23-1 inh | APJ ag | CCR6 antagonist | XBP1 UPR activ | Mdm2 MdmX PPI | APJ antagonist | CXCR6 inh | EBI2 antag
CC(C)C1=NN(C(=O)c2cccnc2)C(O)(C(F)(F)F)C1 (configuration not stated) | -1.2 | 5 | 0 | 0 | -4 | 7 | 4 | -2 | 0
O=C(NNC1=NCCC1)C1CC1 | 0.0 | -14 | -3 | -12 | 2 | 16 | -1 | -8 | -1
O=C1CCC/C(=N\NC(=O)COc2ccc(Cl)cc2)C1 | -0.4 | 6 | -2 | -12 | 3 | 3 | -4 | -10 | -1
CC(C(=O)N1CCCCC1)n1ncn2cccc2c1=O (configuration not stated) | 1.6 | 1 | -2 | -3 | -1 | 17 | -2 | -10 | -4
C[C@H](CO)N1C[C@H](C)[C@@H](CN(C)S(=O)(=O)c2cn(C)cn2)Oc2c(NS(=O)(=O)c3ccc(F)cc3)cccc2C1=O | -0.5 | -10 | -4 | 1 | 0 | -12 | 3 | -2 | -1
CCCCOC(=O)c1cccnc1 | -0.8 | 8 | -2 | -6 | 1 | 12 | -2 | 6 | -7
CC(=O)c1ccc(S(=O)(=O)Nc2ccc(C(=O)NCCCn3ccnc3)cc2)cc1 | 1.6 | -3 | -4 | 12 | -1 | 11 | -57 | 2 | -4
Cc1cnc(NC(=O)CSc2nc3ccccc3s2)s1 | -0.3 | 11 | -2 | 3 | 0 | 21 | 20 | -7 | -5
CCCn1c(N)c(C(=O)CSc2ncn[nH]2)c(=O)n(C)c1=O | 0.0 | 9 | -1 | 7 | 1 | -15 | 11 | -6 | -6
Cn1c(=O)c2c(nc(CO)n2C)n(C)c1=O | 0.8 | 10 | -2 | 1 | -1 | -6 | -2 | -2 | 3
Cc1csc2ncc(C(=O)NCCC(c3ccccc3)c3ccccc3)c(=O)n12 | 0.5 | 23 | -3 | 1 | 1 | 20 | -6 | 11 | -7
c1ccn(-c2ccc(-c3ccn[nH]3)cc2)c1 | 3.5 | 34 | -2 | 0 | 2 | -47 | -7 | 1 | -11
C=C(C)c1cccc(C(C)(C)NC(=O)Nc2ccccc2OCC)c1 | -0.5 | -8 | -2 | -15 | 0 | -4 | -25 | -7 | -22
CCOC(=O)CSc1nnc(CNC(=O)c2ccc(OC)cc2)n1C1CCCCC1 | 2.7 | 29 | -5 | 1 | 2 | 9 | 1 | -6 | -27
C=CCNc1nnc(C)c2ccccc12 | 0.5 | 2 | -5 | -8 | -2 | -3 | 0 | 2 | 1
CCCn1nnc(NC(=O)c2ccc([N+](=O)[O-])cc2Cl)n1 | 2.5 | 18 | 2 | -4 | -1 | 5 | -8 | -5 | 0
Cc1occc1-c1nnc(SCC(N)=O)o1 | 0.1 | 12 | -3 | 0 | 3 | 18 | 2 | -1 | 4
O=C(CCC(=O)Nc1cc(C(F)(F)F)ccc1Cl)N/N=C\c1cc([N+](=O)[O-])ccc1O | -1.1 | 13 | -11 | 42 | -5 | 49 | 34 | 32 | 24
CC(=O)Nc1ccc(S(=O)(=O)NC(C)C(=O)OCC(=O)NC2CCCC2)cc1 (configuration not stated) | -0.5 | -2 | -1 | 5 | 0 | -22 | 0 | 0 | -18
CCN(C(=O)COC(=O)c1ccc(S(=O)(=O)N2CCCc3ccccc32)cc1)C1CCS(=O)(=O)C1 (configuration not stated) | 1.6 | 13 | -3 | 20 | 0 | -28 | -4 | 0 | 8
CCOc1ccc(N2CC(C(=O)Nc3cccc(C(=O)NC4CC4)c3)CC2=O)cc1 (configuration not stated) | -2.9 | 7 | -3 | 2 | 0 | 12 | 10 | -3 | 9
CCN(CCCCCN(C)C)Cc1cc2ccccc2o1 | 1.8 | -1 | -1 | 9 | 0 | -25 | -4 | -21 | -11
COc1ccc(NC(=S)N2CCN(S(=O)(=O)c3ccccc3)CC2)cc1 | -0.5 | 17 | -6 | 5 | -4 | 26 | -1 | -2 | 5
COc1ccccc1Nc1nc2ccc(C)cc2cc1C#N | 6.3 | 2 | -4 | 0 | 8 | -9 | 1 | -5 | 18
CN(C)c1ccc(C=Nc2cnn(C)c2C(N)=O)cc1 | 3.2 | 15 | 0 | -4 | 5 | 52* | 7 | -6 | 10
CCc1ccc(OCC(=O)Oc2ccc([N+](=O)[O-])cc2)cc1 | -0.6 | -2 | -3 | 6 | -4 | 15 | -2 | 8 | -5
O=C(NN1C(=O)c2ccccc2C1=O)C1CCCCC1 | 0.5 | 11 | 0 | -14 | -1 | -8 | 1 | 3 | -6
Next part.
SMILES | CHOP UPR activ | tim23-1 inh | APJ ag | CCR6 antagonist | XBP1 UPR activ | Mdm2 MdmX PPI | APJ antagonist | CXCR6 inh | EBI2 antag
COc1cccc(/C(C#N)=C/c2c(-c3ccc(Cl)cc3)nc3c(C)cccn23)c1 | -4.6 | 25 | -3 | 22 | -2 | 16 | 7 | 9 | 15
Cc1ccc(C(=O)N/C(=C\c2ccco2)C(=O)NCCN2CCOCC2)cc1 | 1.7 | 0 | -3 | 6 | -1 | 1 | 10 | 7 | -5
COc1ccc(S(=O)(=O)N2CCN(CC(O)COc3ccc(CC#N)cc3)CC2)cc1OC (configuration not stated) | 0.5 | 13 | -4 | 4 | -3 | 18 | 3 | 4 | 0
COc1ccc2c(c1)c(=O)cc(C)n2CC(=O)NCc1ccco1 | 2.4 | 10 | 3 | -8 | -2 | -23 | 7 | -6 | -5
Nc1cc(N)nc(SCC(=O)N2CCc3ccccc32)n1 | 4.1 | 3 | -1 | -12 | 3 | -13 | 4 | -17 | -3
CCn1c(=S)[nH]c2sc3c(c2c1=O)CCCCC3 | 2.3 | -9 | 0 | 2 | 3 | 9 | -11 | 3 | -1
COc1cc2c(cc1O)CCN(C(=O)CSc1nncn1C)[C@@H]2C | 3.0 | -2 | -1 | -2 | -1 | 10 | -1 | 0 | 0
COC(=O)c1ccc2c(=O)n(CCN3CCOCC3)c(SCC(=O)Nc3ccc(OC)cc3OC)nc2c1 | 0.6 | 5 | -2 | 12 | -3 | -1 | -4 | -4 | 8
O=C(Cn1nc(Cc2cccnc2)c2ccccc2c1=O)NCC1COc2ccccc2O1 (configuration not stated) | 1.9 | 6 | -5 | -2 | 0 | 9 | -62 | 3 | -5
